Screens deposited in PubChem BioAssay by several laboratories.
AddAB inh: growth inhibition of E. coli expressing H. pylori AddAB, primary screen, AddAB inhibitor project, absorbance. inhibition, % at 11.9 µM. hit rate 0.29% among 330,000; in the data active = inhibition above about 12%;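 note: 0% = vehicle wells of infected cells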
Pemphigus Ab inh: inhibitors of pemphigus antibody binding to DSG3, primary screen, biochemical, bead-based, flow cytometry, scFv-GFP; Desmoglein-3 (Homo sapiens), P32926; DSG3-coupled beads, scFv-anti-DSG3-GFP binding; active compounds read low; binding (percent of control), % at 10 µM; hit rate 0.48% among 310,000; AID 588358, 2011;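 active = binding more than 3 SD below its plate's average and above zero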;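 note: hits lower antibody fragment binding to DSG3; some compounds called inactive have numbers as strong as hits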
PKA-R1A activ: activators of PKA-R1A holoenzyme, primary screen, biochemical, fluorescence polarization, Cy5-IP20, bovine R1A, mouse PKAc | cAMP-dependent protein kinase type I-alpha regulatory subunit (Bos taurus) + … | PKA-R1A dissociation; scaled: DMSO 0%, 113 µM cGMP 100% | activation, % at 11.4 µM | hit rate 0.083% among 340,000 | AID 504707, 2011;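 active = percent activation above the mean of all tested compounds plus 3 SD, cut at about 19% in these data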;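 note: higher means more PKAc released from R1A so a rise in polarization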
HTR5A ag: HTR5A agonists in luminescence cell assay, primary screen, counter-screen for OPRM1-OPRD1 heterodimer agonist project, full-deck HTS. 5-hydroxytryptamine receptor 5A (Homo sapiens), P47898. cell-based. activation, % at 9.3 µM. hit rate 0.61% among 340,000. AID 504692, 2011; in the data active = activation mostly above about 9.5%, no sharp cut-off; inactive = mostly below about 7.6%;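 note: 0% = cells with vehicle only and 100% = reference agonist; strong numbers were not always called active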
Target sequence (P47898 whole entry, looked up): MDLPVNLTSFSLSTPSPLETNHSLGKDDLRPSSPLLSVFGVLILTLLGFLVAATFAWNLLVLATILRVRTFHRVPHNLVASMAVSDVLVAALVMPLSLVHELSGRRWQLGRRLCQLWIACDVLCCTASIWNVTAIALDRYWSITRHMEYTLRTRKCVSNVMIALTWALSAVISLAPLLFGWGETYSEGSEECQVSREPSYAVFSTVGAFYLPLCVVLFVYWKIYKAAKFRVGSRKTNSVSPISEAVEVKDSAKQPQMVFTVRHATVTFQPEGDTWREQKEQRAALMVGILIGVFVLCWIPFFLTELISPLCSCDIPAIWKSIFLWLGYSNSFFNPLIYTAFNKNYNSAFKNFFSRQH
OPRM1-OPRD1 inv: inverse agonists of MOR-DOR heterodimerization, primary screen, cell-based, luminescence. inhibition, % at 9.3 µM. hit rate 0.21% among 340,000. cell-based MOR-DOR heterodimer luminescence, inverse agonism; in the data active = inhibition above about 22%, passing the limit was not always enough;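 note: 0% = cells with DMSO and 100% = wells without cells with DMSO; values of inactives mirror those of a sister screen read the other way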
Ecoli viability: E. coli V3065 growth inhibition, primary screen, counter-screen for AddAB inhibitor project, absorbance, OD600; 18 h; inhibition, % at 11.9 µM; AID 449728, 2010; hit rate 0.27% among 330,000;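 active = inhibition above the campaign's mean inhibition across all tested compounds plus 3 SD, cut at about 9.9% in these data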;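 note: uninfected addAB+ strain grown without phage in ampicillin broth; 0% = DMSO wells and 100% = ciprofloxacin 0.95 µg/ml wells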
PfHsp90 set2: growth inhibition of PfHsp90-expressing yeast, primary screen, antimalarial PfHsp90 inhibitor project, S. cerevisiae, BacTiter-Glo luminescence, single point, set 2 | inhibition, % at 9.4 µM | hit rate 0.32% among 310,000 | BacTiter-Glo ATP, 48 h; yeast lacking PDR1 and PDR3 efflux regulators | AID 504621, 2011;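 active = every replicate shows inhibition above about 80%, whatever the replicate mean, limit read from the data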;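 note: 0% = DMSO neutral controls and 100% = 20 µM radicicol positive controls; yeast relying on Plasmodium falciparum Hsp90 in place of its own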
SUMO Mot1 rescue: yeast Mot1-301 growth rescue at high temperature, primary screen, SUMOylation pathway inhibitor project, S. cerevisiae, ATP luminescence, 38.5C | S. cerevisiae Mot1-301 growth rescue; percent above DMSO median, 100 means doubled | growth rescue, % at 18.8 µM | hit rate 1% among 320,000;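 active = every valid replicate shows activation above 250% relative to neutral control wells; inactive = the rest, any valid replicate at or below 250%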;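 note: OY570 slx delta 5 strain wells were the positive control but not used for scaling; some compounds called inactive have numbers as strong as hits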
phage Ecoli inh: growth loss of phage-infected E. coli, primary screen, RecBCD inhibitor project, absorbance, with phage, HTS | inhibition, % at 11.9 µM | hit rate 0.26% among 360,000; in the data active = inhibition above about 11%
HTR5A inv ag: HTR5A inverse agonists in luminescence cell assay, primary screen, counter-screen for OPRM1-OPRD1 heterodimer inverse agonist project, full-deck HTS. hit rate 0.083% among 340,000. inhibition, % at 9.3 µM. 5-hydroxytryptamine receptor 5A (Homo sapiens), P47898. AID 504634, 2011. HTR5A cell line, inverse agonism; in the data active = inhibition mostly above about 23%, no sharp cut-off; inactive = mostly below about 18%;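 note: 0% = cells with DMSO and 100% = no-cell wells with DMSO; some compounds called inactive have numbers as strong as hits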
OPRM1-OPRD1 ag: agonists of OPRM1-OPRD1 heterodimerization, primary screen, cell-based, luminescence. Mu-type opioid receptor (Homo sapiens) + Delta-type opioid receptor (Homo sapiens), …. cells. activation, % at 9.3 µM. hit rate 0.3% among 340,000; in the data active = activation above about 18%;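 note: 0% = vehicle-treated cells and 100% = reference agonist; values of inactives mirror those of a sister screen read the other way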
* marks the source's active call; other numbers are inactive results; i = inactive; . = no result given; & = joins results of further samples; ! = not confirmed by another sample.

SMILES | AddAB inh | Pemphigus Ab inh | PKA-R1A activ | HTR5A ag | OPRM1-OPRD1 inv | Ecoli viability | PfHsp90 set2 | SUMO Mot1 rescue | phage Ecoli inh | HTR5A inv ag | OPRM1-OPRD1 ag
Cc1ccc(N(C(=O)CNC(=O)c2ccco2)C(C(=O)NC2CCCC2)c2cccnc2)cc1C (stereo unspecified) | 1.5 | 104 | 10 | 2 | 2 | -2.8 | -4 | 3 | 0.2 | 12 | -0.4
O=C(O)c1ccc(Oc2cccc([N+](=O)[O-])c2)cc1C(=O)O | 0.2 | . | 3 | 4 | -8 | -0.4 | 16 | 10 | 2.2 | -2 | 1.2
Cc1cccc(C)c1NC(=O)CN(C)C(=O)c1ccccc1SCC(=O)N1CCCC1 | -0.7 | 103 | 10 | 1 | 1 | 0.1 | -52 | 7 | 4.7 | -2 | -0.1
O=C(CSC(=S)N1CCCC1)N1CCN(S(=O)(=O)c2cccc(F)c2)CC1 | 0.0 | 100 | -3 | -1 | 4 | -0.4 | -12 | -4 | 1.2 | 18 | -0.8
CN(C)S(=O)(=O)N1CCC(c2ccc(F)cc2)C(COc2ccc3c(c2)OCO3)C1 (stereo unspecified) | 2.5 | 113 | 1 | 4 | 8 | -0.1 | 14 | 14 | 2.0 | 13 | -1.8
COc1ccc(C(=O)NNC(=O)CSc2nnnn2C)cc1 | 5.2 | 104 | -11 | -5 | 17 | 0.0 | 18 | 12 | 4.0 | 14 | -3.0
COc1cccc(-c2cc(=O)c3cc(NC(=O)c4ccccc4)ccc3[nH]2)c1 | 2.6 | 97 | -5 | 0 | 4 | -0.9 | 13 | -8 | 3.7 | -49 | -0.7
O=Cc1cccn1-c1sc2c(c1C(=O)O)CCCC2 | 0.7 | 99 | -10 | -4 | -3 | 0.7 | 27 | 2 | 1.0 | 14 | 0.5
Cc1cccc(CC2CC(=O)N(c3ccccc3)C2=O)c1 (stereo unspecified) | -0.3 | 100 | -12 | 1 | 13 | -0.4 | 0 | 61 | 0.9 | -4 | -2.4
O=C(CCNc1cccc(F)c1)c1cc2ccccc2o1 | 2.7 | 116 | -3 | -6 | 7 | -0.4 | . | . | 1.4 | 16 | -1.4
CC(C)(C)c1nnc(NC(=O)c2cccs2)s1 | 4.0 | 99 | -1 | 2 | -4 | 3.0 | 1 | 1 | 3.4 | -6 | 0.8
Cc1cccc(C)c1OCCCCc1c(C)n[nH]c1C | -2.7 | 111 | -4 | 4 | -12 | -3.1 | -31 | -15 | 1.4 | -3 | 2.2
COc1ccc2sc3ccccc3c(=O)c2c1OC | 3.6 | 103 | -3 | 1 | -13 | 0.8 | 5 | 21 | 1.8 | -3 | 2.4
CC(N=C(NC#N)Nc1ccncc1)C(C)(C)C (stereo unspecified) | -3.0&-2.4 | 103&97 | -10&-8 | 4&-2 | -8&3 | -3.9&-2.7 | 7&7 | 798*! | 2.5&3.5 | 3&7 | 1.4&-0.6
Cc1cccc2c(C(=O)O)c3c(nc12)CCCCC3 | 3.1 | 102 | -1 | -1 | 5 | 0.6 | 18 | -7 | 1.9 | -4 | -1.1
CCc1c(C)nc2c(C#N)c[nH]n2c1=O | 2.1 | 96 | 3 | -3 | 13 | 1.2 | 22 | i | -1.0 | -11 | -2.7
CCN1CCc2c(sc(NC(=O)c3ccc(S(=O)(=O)N(C)c4ccccc4)cc3)c2C(=O)NC)C1 | 1.3 | 124 | -15 | 4 | -13 | -0.2 | 7 | -3 | . | 10 | 2.5
O=C(O)/C=C\C(=O)Nc1ccc(Oc2ccccc2)cc1 | -2.2 | . | 5 | 6 | 0 | 0.0 | 59 | 35 | 3.1 | -8 | -0.1
CC(=O)NC1=NN(c2ccccc2)C(=O)C1 | -0.7 | 94 | 4 | 2 | 1 | -0.4 | . | 5 | 2.0 | 15 | -0.1
Cc1cccc(C(=O)N[C@H](C(=O)Nc2cc(S(=O)(=O)N3CCCCC3)ccc2C)C(C)C)c1 | -1.1 | 97 | -5 | 1 | 11 | -0.5 | -25 | -4 | 3.4 | 4 | -2.1
Clc1ccc2c(c1)C1OCCC1C(c1ccco1)N2 (stereo unspecified) | 0.5 | . | 0 | -2 | 1 | -0.4 | 16 | . | 1.4 | -10 | -0.1
CC1S/C(=N/N=C2CCC(C(C)(C)C)CC2)NC1=O (stereo unspecified) | 0.2 | 114 | -4 | 2 | 6 | -1.3 | -6 | -17 | 3.5 | -5 | -1.2
O=[N+]([O-])c1cccc(CNC2CCCCCC2)c1 | 0.1 | . | -1 | -5 | 7 | -1.9 | 4 | 17 | -0.8 | -1 | -1.5
CC(C)(C)n1ncc2c(=O)n(Cc3ccc(Cl)cc3)cnc21 | 0.7 | 107 | -22 | 4 | -1 | -0.2 | -11 | . | 3.2 | -1 | 0.1
COc1ccc(OC)c(NC(=O)CCNS(=O)(=O)c2cccs2)c1 | 1.9 | 96 | -2 | -3 | -3 | 1.8 | . | 16 | 3.3 | -15 | 0.6
CCCCN(C(=O)CSc1nnc(-c2ccccc2)n1C)c1c(N)n(Cc2ccccc2)c(=O)[nH]c1=O | 3.8 | . | -4 | 4 | 12 | -1.7 | 7 | -14 | -0.4 | 2 | -2.4
O=C(NCc1cccs1)C(NS(=O)(=O)c1cccc2nsnc12)c1ccccc1 (stereo unspecified) | 2.6 | . | 2 | 3 | -6 | -2.6 | . | -12 | 2.0 | -12 | 1.1
CC(C)CNC(=O)NC(=O)COC(=O)COc1ccc(Cl)cc1Cl | 1.4 | 106 | -9 | 0 | -31 | -3.7 | -4 | -4 | -1.1 | 0 | 5.7
CC1=C(C(=O)Nc2ccccc2)C(c2ccco2)C(C#N)=C(SCC(=O)Nc2cccc(C)c2C)N1 (stereo unspecified) | 0.9 | 95 | -2 | 3 | 4 | -1.4 | . | -8 | 0.3 | -6 | -0.6
CC(C)(CC(=O)O)CC(=O)NNc1ncccc1C#N | 1.5 | 111 | 3 | -2 | -6 | -0.7 | 3 | -8 | 1.3 | 0 | 1.1
Cc1cc(NC(=O)CSc2nnc(-c3ccco3)n2N)no1 | -0.8 | 103 | -3 | 8 | 12 | 0.6 | -12 | -8 | 0.9 | -19 | -3.2
CCN(CC)S(=O)(=O)c1cc(NC(=O)c2ccccc2OCc2c(C)noc2C)ccc1C | . | . | -3 | 3 | 9 | . | 7 | . | 4.2 | -12 | -2.4
COCCNC(=O)CCC1CCN(Cc2cccc(Oc3ccccc3)c2)CC1 | 2.3 | 107 | 1 | 5 | -2 | -0.7 | -24 | -1 | 1.5 | -25 | 0.4
NS(=O)(=O)c1ccc(NC(=O)/C=C/c2cccc(Cl)c2)cc1 | 0.9 | 104 | 3 | -5 | -2 | 1.8 | -95 | 5 | 3.9 | -12 | 0.4
COc1ccc(-n2c(COc3cccc4ccccc34)nnc2SC(C)C(=O)O)cc1 (stereo unspecified) | 0.2 | 97 | -10 | 7 | 6 | -1.9 | -1 | 1 | 3.0 | -18 | -1.3
CCn1c(C)nc2cc(NC(=O)Nc3cccc(C(C)=O)c3)ccc21 | 1.8 | 103 | 6 | 4 | 11 | 1.4 | -15 | -6 | 2.0 | -14 | -1.9
CCN(CC)C(=O)c1ccccc1NS(=O)(=O)c1ccc(C)cc1 | 1.9 | 99 | -1 | -4 | 6 | 1.5 | 3 | 13 | 1.6 | -28 | -1.0
Cc1nnc(NC(=O)CCCOc2ccccc2)s1 | 3.3 | 103 | 2 | 0 | 4 | 1.9 | 2 | -12 | 1.6 | 1 | -0.7
COc1ccc(CCNC(=O)C2CCN(C(=O)c3ccc(F)cc3)CC2)cc1OC | -1.6 | 112 | 13 | 1 | 3 | -4.1 | -37 | -4 | -2.4 | -5 | -0.6
Cc1ccc(-c2nn3c(C)nnc3s2)cc1NC(=O)c1cccs1 | 1.3 | 105 | 1 | 3 | 13 | -0.3 | . | 11 | 1.1 | 35 | -2.4

A draw from above in order of SMILES length, highest first.
SMILES | AddAB inh | Pemphigus Ab inh | PKA-R1A activ | HTR5A ag | OPRM1-OPRD1 inv | Ecoli viability | PfHsp90 set2 | SUMO Mot1 rescue | phage Ecoli inh | HTR5A inv ag | OPRM1-OPRD1 ag
CCCCN(C(=O)CSc1nnc(-c2ccccc2)n1C)c1c(N)n(Cc2ccccc2)c(=O)[nH]c1=O | 3.8 | . | -4 | 4 | 12 | -1.7 | 7 | -14 | -0.4 | 2 | -2.4
COc1ccc(-n2c(COc3cccc4ccccc34)nnc2SC(C)C(=O)O)cc1 (stereo unspecified) | 0.2 | 97 | -10 | 7 | 6 | -1.9 | -1 | 1 | 3.0 | -18 | -1.3
Cc1cccc(CC2CC(=O)N(c3ccccc3)C2=O)c1 (stereo unspecified) | -0.3 | 100 | -12 | 1 | 13 | -0.4 | 0 | 61 | 0.9 | -4 | -2.4
Cc1nnc(NC(=O)CCCOc2ccccc2)s1 | 3.3 | 103 | 2 | 0 | 4 | 1.9 | 2 | -12 | 1.6 | 1 | -0.7

(next part)
SMILES | AddAB inh | Pemphigus Ab inh | PKA-R1A activ | HTR5A ag | OPRM1-OPRD1 inv | Ecoli viability | PfHsp90 set2 | SUMO Mot1 rescue | phage Ecoli inh | HTR5A inv ag | OPRM1-OPRD1 ag
O=C(CSc1n[nH]c(=O)n1C1CC1)Nc1cc(Cl)ccc1Oc1ccccc1 | 0.7 | 113 | 2 | -1 | 2 | -0.6 | . | 2 | 3.8 | 0 | -0.4
Cc1ccc(C(=O)NN=C2CCCC2)cc1C | -0.6 | 121 | 0 | 11 | 10 | -0.3 | -5 | -15 | 1.6 | -25 | -1.9
Cc1c(C(=O)NC2CCCc3ccccc32)oc2ccc(S(=O)(=O)N3CCCC3)cc12 (stereo unspecified) | 0.3 | 102 | 3 | 4 | -8 | -0.4 | 11 | -9 | -0.1 | 10 | 1.4
CCn1c(=S)[nH]c2c(c1=O)C(C)(C)Cc1ccccc1-2 | . | 97 | 5 | 5 | -17 | . | -9 | . | 1.7 | 4 | 3.2
Cc1cccc(OCC(=O)NC(Cc2c[nH]c3ccccc23)C(=O)O)c1C (stereo unspecified) | -0.9 | 104 | -20 | 1 | 12 | -6.1 | 1 | 3 | 2.4 | -2 | -2.1
